All columns: NCI-60 one-dose screen, growth in % after 48 h at 10 µM unless noted; 100 = growth as untreated, 0 = no growth, -100 = all killed.
ACHN = ACHN renal cancer | hit rate 4.9% among 81,000 | AID 1794771
RXF 393 = RXF 393 renal cancer cells; hit rate 6.9% among 77,000
OVCAR-8 = OVCAR-8 ovarian cancer; hit rate 4.4% among 81,000
OVCAR-4 = OVCAR-4 ovarian cancer cells | hit rate 3.7% among 80,000 | AID 1794784
CAKI-1 = CAKI-1 renal cancer. AID 1794772. hit rate 4.7% among 75,000
OVCAR-3 = OVCAR-3 ovarian cancer | hit rate 7% among 79,000 | AID 1794787
A498 = A498 renal cancer cells | hit rate 5.4% among 76,000
OVCAR-5 = OVCAR-5 ovarian cancer; AID 1794783; hit rate 2.9% among 82,000
Active calls of the source: *. How the source made its calls: active means growth percent below 10; inactive means the rest.

COc1ccc(-c2c(-c3cc(OC)c(OC)c(OC)c3)noc2N)cc1 was read as RXF 393 26, OVCAR-8 25, OVCAR-4 39, CAKI-1 28, OVCAR-3 -30* and A498 23.
`COc1ccc(-c2ccc(-c3ccc(C(=N)N)nc3)s2)cc1Cl` gave ACHN -96*, RXF 393 57, OVCAR-8 -29*, OVCAR-4 -80*, CAKI-1 -90*, OVCAR-3 -91*, A498 88 and OVCAR-5 -38*.
O=C(Cn1cc(CN2CCN(c3ccnc4cc(Cl)ccc34)CC2)nn1)Nc1ccccc1Cl was read as ACHN 93, RXF 393 96, OVCAR-8 93, OVCAR-4 97, CAKI-1 86, OVCAR-3 108 and OVCAR-5 106.
`CC/C(=C(\c1ccc(OCCN2CCCCCCC2)cc1)c1ccc(OC(=O)C2CCCCC2)cc1)c1ccc(Cl)cc1` gave ACHN 97, RXF 393 110, OVCAR-8 100, OVCAR-4 108, CAKI-1 94, OVCAR-3 99, A498 64 and OVCAR-5 90.
Screening CS(=O)(=O)c1ccc(-c2nc3ccccc3n2CC(=O)N/N=C/c2ccccc2)cc1 returned ACHN 101, RXF 393 116, OVCAR-8 112, OVCAR-4 116, CAKI-1 89, OVCAR-3 105, A498 111 and OVCAR-5 99.
For CC(c1ccccc1)N1C(=O)C(C2SC(=S)N(C(C)c3ccccc3)C2=O)SC1=S (stereo not drawn) the results were ACHN 74, RXF 393 86, OVCAR-8 97, OVCAR-4 97, CAKI-1 67, OVCAR-3 77, A498 106 and OVCAR-5 99.
Screening O=C(CCCCC(=O)N/N=C\c1ccccc1O)N/N=C\c1ccccc1O returned ACHN 13, RXF 393 43, OVCAR-8 42, OVCAR-4 70, CAKI-1 15 and OVCAR-5 59.
COCc1cc(C(C)(C)C)ccc1O was read as ACHN 105, RXF 393 102, OVCAR-8 99, OVCAR-4 105, OVCAR-3 105, A498 81 and OVCAR-5 105.
`Fc1ccc(-n2cc(CSc3nnc(Cn4c(C(F)(F)F)nc5ccccc54)o3)nn2)cc1` gave ACHN 90, RXF 393 117, OVCAR-8 86, OVCAR-4 111, CAKI-1 100, OVCAR-3 102, A498 97 and OVCAR-5 99.
`Nc1ccc(S(=O)(=O)Nc2ccccc2)cc1` gave ACHN 125, RXF 393 105, OVCAR-8 110, OVCAR-4 120, CAKI-1 105, OVCAR-3 114, A498 128 and OVCAR-5 103.

Fetched by compound from above (four):
COCc1cc(C(C)(C)C)ccc1O was read as ACHN 105, RXF 393 102, OVCAR-8 99, OVCAR-4 105, OVCAR-3 105, A498 81 and OVCAR-5 105.
For CC(c1ccccc1)N1C(=O)C(C2SC(=S)N(C(C)c3ccccc3)C2=O)SC1=S (stereo not drawn) the results were ACHN 74, RXF 393 86, OVCAR-8 97, OVCAR-4 97, CAKI-1 67, OVCAR-3 77, A498 106 and OVCAR-5 99.
Screening O=C(CCCCC(=O)N/N=C\c1ccccc1O)N/N=C\c1ccccc1O returned ACHN 13, RXF 393 43, OVCAR-8 42, OVCAR-4 70, CAKI-1 15 and OVCAR-5 59.
`Fc1ccc(-n2cc(CSc3nnc(Cn4c(C(F)(F)F)nc5ccccc54)o3)nn2)cc1` gave ACHN 90, RXF 393 117, OVCAR-8 86, OVCAR-4 111, CAKI-1 100, OVCAR-3 102, A498 97 and OVCAR-5 99.

Remaining list, next part
Screening COc1cc2ncnc(Nc3ccc(F)c(Cl)c3)c2cc1OCC(=O)N1CCCC1 returned ACHN 55, RXF 393 117, OVCAR-8 97, OVCAR-4 95, CAKI-1 61, OVCAR-3 89, A498 69 and OVCAR-5 79.
Screening O=[N+]([O-])c1ccccc1CSc1nnc(-c2ccncc2)o1 returned ACHN 103, RXF 393 111, OVCAR-8 100, OVCAR-4 99, CAKI-1 90, OVCAR-3 105, A498 111 and OVCAR-5 102.
`C=C(C)[C@@H]1CC[C@]2(C(=O)N3CCN(C)CC3)CC[C@]3(C)[C@H](CC[C@@H]4[C@@](C)(CCC(=O)N5CCN(C)CC5)[C@H](C(=C)C)CC[C@]43C)[C@@H]12` gave ACHN 76, RXF 393 74, OVCAR-8 90, OVCAR-4 94, CAKI-1 57, OVCAR-3 93, A498 114 and OVCAR-5 97.
`CCCSc1nnc(-c2ccc(-c3ccc(Cl)cc3)nc2C)o1` gave ACHN 102, RXF 393 125, OVCAR-8 103, OVCAR-4 95, CAKI-1 91, A498 84 and OVCAR-5 99.
Screening NC(=O)c1cc(Cl)nc2nc(Cl)nc(N)c12 returned ACHN 100, RXF 393 147, OVCAR-8 105, OVCAR-4 107, CAKI-1 104, OVCAR-3 107, A498 105 and OVCAR-5 112.
C=C(C)[C@@H]1CC[C@]2(C(=O)O)CC[C@]3(C)[C@H](CC[C@@H]4[C@@]5(C)C/C(=C/c6ccc(OC)cc6)C(=O)C(C)(C)[C@@H]5CC[C@]43C)[C@@H]12 was read as ACHN 20, RXF 393 44, OVCAR-8 23, OVCAR-4 27, CAKI-1 24, OVCAR-3 16, A498 50 and OVCAR-5 49.
CNC(=O)c1cc(Oc2ccc3nc(NC(=O)NCCCO)sc3c2)ccn1 was read as ACHN 113, RXF 393 107, OVCAR-8 106, OVCAR-4 103, CAKI-1 102, OVCAR-3 106, A498 106 and OVCAR-5 106.
`COc1cc(/C=C\C(C)=N\Nc2ccccc2)ccc1O` gave ACHN 98, RXF 393 108, OVCAR-8 91, OVCAR-4 86, CAKI-1 82, OVCAR-3 89, A498 110 and OVCAR-5 85.
Screening C[C@@H]1C=C(I)[C@@]2(CCCO)c3cccc4[nH]cc(c34)[C@@H]12 returned ACHN 97, RXF 393 104, OVCAR-8 98, OVCAR-4 88, CAKI-1 62, A498 104 and OVCAR-5 95.
For CC(=O)c1cccc(OCCCCOc2cccc(C(C)=O)c2)c1 the results were ACHN 102, RXF 393 112, OVCAR-8 93, OVCAR-4 101, CAKI-1 96, OVCAR-3 116, A498 102 and OVCAR-5 99.

Part of the list above in order of heavy-atom count, smallest number first:
`CCCSc1nnc(-c2ccc(-c3ccc(Cl)cc3)nc2C)o1` gave ACHN 102, RXF 393 125, OVCAR-8 103, OVCAR-4 95, CAKI-1 91, A498 84 and OVCAR-5 99.
For CC(=O)c1cccc(OCCCCOc2cccc(C(C)=O)c2)c1 the results were ACHN 102, RXF 393 112, OVCAR-8 93, OVCAR-4 101, CAKI-1 96, OVCAR-3 116, A498 102 and OVCAR-5 99.
CNC(=O)c1cc(Oc2ccc3nc(NC(=O)NCCCO)sc3c2)ccn1 was read as ACHN 113, RXF 393 107, OVCAR-8 106, OVCAR-4 103, CAKI-1 102, OVCAR-3 106, A498 106 and OVCAR-5 106.

Remaining list, next part.
For Cc1c(C(N)=O)sc2nc(-n3nc(-c4ccc(Cl)cc4)cc3N)n(Cc3ccccc3)c(=O)c12 the results were ACHN 99, RXF 393 102, OVCAR-8 90, OVCAR-4 105, CAKI-1 86, OVCAR-3 91, A498 107 and OVCAR-5 98.
For CCCCCCCCCCCC(=O)OCCP(=O)(OCC)OCC the results were ACHN 105, RXF 393 100, OVCAR-8 101, OVCAR-4 123, CAKI-1 105, OVCAR-3 107, A498 82 and OVCAR-5 110.
c1ccc(N2c3nc4ccccc4cc3Sc3cc4ccccc4nc32)nc1 was read as ACHN 92, OVCAR-8 89, OVCAR-4 102, CAKI-1 69, OVCAR-3 97, A498 73 and OVCAR-5 82.
Screening C=CC(=O)N[C@@H](CO)Cc1ccc(-c2cc(F)cc(C(N)=O)c2)cc1 returned RXF 393 109, OVCAR-8 93, OVCAR-4 95, OVCAR-3 111, A498 79 and OVCAR-5 97.
For NC(=O)C(N)CCO (stereo not drawn) the results were ACHN 106, RXF 393 99, OVCAR-8 97, OVCAR-4 94, CAKI-1 102, OVCAR-3 105, A498 117 and OVCAR-5 104.
`CCN1[C@@H]2CC[C@H]1/C(=C\c1ccc(Cl)cc1)C(=O)/C2=C/c1ccc(Cl)cc1` gave ACHN 87, RXF 393 91, OVCAR-8 70, OVCAR-4 70, CAKI-1 74, OVCAR-3 85, A498 87 and OVCAR-5 116.
O=C(Nc1ccc(Cl)c(Cl)c1)c1ccc(Cl)c(Cl)c1 was read as ACHN 90, RXF 393 94, OVCAR-8 92, OVCAR-4 85, CAKI-1 95, OVCAR-3 105, A498 124 and OVCAR-5 103.
O=C(O)CCn1c2ccccc2c2ccccc21 was read as ACHN 104, RXF 393 113, OVCAR-8 104, OVCAR-4 108, CAKI-1 123, OVCAR-3 119, A498 108 and OVCAR-5 103.
Screening C#CC(F)(F)[C@]1(O)CC[C@H]2[C@@H]3CCC4=CC(=O)CCC4=C3[C@@H](c3ccc(C(C)=O)cc3)C[C@@]21C returned ACHN 88, RXF 393 85, OVCAR-8 90, OVCAR-4 76, CAKI-1 -32*, OVCAR-3 9.4*, A498 79 and OVCAR-5 84.
For CCN(CC)CCCC(C)Nc1c(-c2ccccc2)cnc2cc(Cl)ccc12 (stereo not drawn) the results were ACHN 93, RXF 393 63, OVCAR-8 71, OVCAR-4 83, CAKI-1 86, OVCAR-3 82, A498 60 and OVCAR-5 83.
`CNCc1ccccc1[N+](=O)[O-]` gave ACHN 96, RXF 393 105, OVCAR-8 103, OVCAR-4 101, CAKI-1 82, OVCAR-3 108, A498 111 and OVCAR-5 93.
COC(=O)[C@]12CC[C@@H](C)[C@H](C)[C@@H]1C1=CC[C@@H]3[C@@]4(C)C(C=O)=C[C@@]5(C)COC(=C45)C[C@@]3(C)[C@]1(C)CC2 was read as ACHN 26, OVCAR-8 57, OVCAR-4 55, CAKI-1 35, OVCAR-3 56 and OVCAR-5 90.
For CCOC(=O)c1c(C)nc2ccccc2c1/C=C/c1cccs1 the results were ACHN 77, RXF 393 94, OVCAR-8 75, OVCAR-4 40, CAKI-1 63, OVCAR-3 83, A498 85 and OVCAR-5 88.
N#CC1=C(N)Oc2c(ccc3ccccc23)C1c1cccs1 (stereo not drawn) was read as ACHN 35, RXF 393 8.4*, OVCAR-8 17, OVCAR-4 13, CAKI-1 49, OVCAR-3 -39*, A498 -5.6* and OVCAR-5 35.
`CC(=O)OCC1OC(n2ccc(=S)[nH]c2=O)C(OC(C)=O)C1OC(C)=O` (stereo not drawn) gave ACHN 105, RXF 393 142, OVCAR-8 116, OVCAR-4 130, OVCAR-3 118, A498 102 and OVCAR-5 92.
Screening Cc1cc(NS(=O)(=O)c2ccccc2)ccc1O returned ACHN 100, RXF 393 119, OVCAR-8 106, OVCAR-4 96, CAKI-1 96, OVCAR-3 109, A498 97 and OVCAR-5 94.
`NC(=O)c1ccccc1Nc1ccc2nnc(-c3ccncc3)n2n1` gave ACHN 59, RXF 393 83, OVCAR-8 71, CAKI-1 93, OVCAR-3 108, A498 91 and OVCAR-5 99.
For COc1ccc(-c2nc(SCCC(C)C)nc(N/N=C\c3ccc(O)cc3)c2C#N)cc1 the results were ACHN 61, RXF 393 78, OVCAR-8 48, OVCAR-4 75, CAKI-1 78, A498 93 and OVCAR-5 101.
`CCCCS(=O)(=O)NC(=O)Nc1ccccc1` gave ACHN 103, RXF 393 105, OVCAR-8 98, OVCAR-4 112, CAKI-1 101, OVCAR-3 115, A498 108 and OVCAR-5 94.
O=C(Nc1ccc(-c2nc3ccc(NC(=O)c4ccc(Cl)cc4)cc3[nH]2)cc1)c1ccc(Cl)cc1 was read as ACHN 9.3*, RXF 393 -49*, OVCAR-8 21, OVCAR-4 -2.3*, CAKI-1 27, OVCAR-3 -65*, A498 59 and OVCAR-5 39.
`NS(=O)(=O)c1ccc(CCn2c(SCC(=O)N/N=C/c3ccc4c(c3)OCO4)nc3ccccc3c2=O)cc1` gave ACHN 96, RXF 393 108, OVCAR-8 110, OVCAR-4 109, CAKI-1 95, OVCAR-3 93, A498 103 and OVCAR-5 103.
`CCCC1(CC)C(=O)NC(=O)N=C1N` (stereo not drawn) gave ACHN 98, RXF 393 142, OVCAR-8 104, OVCAR-4 105, CAKI-1 102, OVCAR-3 114, A498 119 and OVCAR-5 97.
Screening N=c1c(C(=O)OCc2ccccc2)ncc(CCl)n1O returned ACHN 95, RXF 393 95, OVCAR-8 101, OVCAR-4 91, CAKI-1 92, OVCAR-3 99, A498 103 and OVCAR-5 103.
Screening O=c1oc2ccc3ccccc3c2cc1-c1cc(-c2ccc(-c3cc(-c4cc5c(ccc6ccccc65)oc4=O)nc(-c4cc5c(ccc6ccccc65)oc4=O)c3)cc2)cc(-c2cc3c(ccc4ccccc43)oc2=O)n1 returned ACHN 103, RXF 393 120, OVCAR-8 103, OVCAR-4 112, CAKI-1 108, OVCAR-3 106, A498 110 and OVCAR-5 116.
